# D2 antag – D2 dopamine receptor (human) antagonism | inhibition, % at 10 µM | HEK293 TREx D2 cells, calcium flux, dopamine EC80 | AID 485344 | P14416 | 2% of 340,000 active; in the data active means inhibition above about 30%; further: 0% is about no effect
#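 Measurement of antagonist activity uses fluorescent calcium dye in inducible HEK293 T-REx D2 cells: 10 s baseline, compound addition with 180 s read, EC80 dopamine addition with a further 180 s read.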
# TrxR1 substrate – rat thioredoxin reductase 1 substrate activity | 0.01% of 390,000 active | O89049 | purified TrxR1 substrate turnover, NADPH consumption readout | Potency, µM (highest dose often 114 µM), for the others: at the highest dose activity change, negative = substrate turnover; further: potency means the concentration at half of the fitted maximal effect; on the % scale 0 is the no-effect control and ±100 the full control effect; nearly all actives have a fitted effect of over 50% in size
# Target sequence (O89049 whole entry, looked up): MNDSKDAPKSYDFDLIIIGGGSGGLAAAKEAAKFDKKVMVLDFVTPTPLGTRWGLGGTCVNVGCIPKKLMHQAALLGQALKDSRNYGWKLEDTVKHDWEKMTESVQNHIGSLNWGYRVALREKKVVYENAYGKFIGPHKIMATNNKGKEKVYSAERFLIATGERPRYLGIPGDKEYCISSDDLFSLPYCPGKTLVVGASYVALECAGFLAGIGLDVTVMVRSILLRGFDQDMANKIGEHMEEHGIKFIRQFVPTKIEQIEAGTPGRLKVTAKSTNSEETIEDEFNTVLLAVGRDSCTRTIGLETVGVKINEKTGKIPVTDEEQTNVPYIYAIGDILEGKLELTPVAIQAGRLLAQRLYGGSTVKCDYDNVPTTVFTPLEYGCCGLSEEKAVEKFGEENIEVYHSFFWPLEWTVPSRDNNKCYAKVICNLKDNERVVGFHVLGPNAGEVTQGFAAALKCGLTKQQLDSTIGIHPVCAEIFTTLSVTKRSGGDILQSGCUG
#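 Rat TrxR1, dispensed at 90 nM, was prereduced with 400 uM NADPH (final) for 5 min at ~22 deg C, then incubated with compound 15 min before 400 uM selenite. A first-read NADPH fluorescence drop versus no-compound background flagged substrates.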
# USP1-UAF1 inh – USP1/UAF1 (human) deubiquitinase inhibition | O94782 | recombinant USP1/UAF1, Ub-Rhodamine cleavage fluorescence | Potency, µM (doses to about 57.1 µM), without a hit: top-dose activity change, negative = inhibition, usual class: inhibitors | 0.23% of 390,000 active | AID 743255; further: potency means the concentration at half of the fitted maximal effect; on the % scale 0 is the no-effect control and ±100 the full control effect; nearly all actives have a fitted effect of over 60% in size; inactives centre near -12
#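 USP1/UAF1 complex at 1 nM was preincubated with compound for 15 min at room temperature, then Ub-Rho substrate (150nM final) was added. Fluorescence (480/540 nm) was read kinetically, 6 reads every 60 seconds.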
# TRHR agonist – activates the human TRH receptor. activation, % at 2 µM. P34981. TRHR cells, calcium flux fluo-8, FDSS agonist mode. AID 493084. 0.18% of 360,000 active; in the data active means activation above about 30%; further: 0% is about no effect
#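 TRHR-expressing cells, plated overnight in medium with 10% serum, were loaded with fluo-8 calcium dye at room temperature. After a 10 s baseline, library compound was pin-added and calcium release was recorded kinetically (ex 480/em 530) as agonist response.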
# D2 ag – activates the human D2 dopamine receptor; AID 485358; HEK293 T-REx D2 cells, calcium flux agonist mode; P14416; 0.53% of 340,000 active; activation, % at 2 µM;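 active means activation over 3 SD above normal in the single-dose calcium agonist read, cut at about 30% in these data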; further: 0% is about no effect
#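 Tetracycline-induced HEK293 Trex cells with D2 receptor force-coupled to calcium signaling, plated overnight at 30 C and loaded with no-wash calcium dye. Calcium flux read kinetically for 180 s after compound addition; responses flag agonists.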
# TRHR enhancer – allosterically enhances the human TRH receptor. P34981. TRHR cells, fluo-8 calcium fluorescence, EC20 TRH enhancement. enhancement, % at 2 µM. 0.66% of 360,000 active; in the data active means enhancement above about 30%; further: 0% is about no effect
#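 Enhancer read-out: after compound pinning and an initial kinetic agonist-mode read, an EC20 of TRH (10 nM final) was injected and fluo-8 calcium signal (Ex 480/Em 530) followed at 1 s/cycle for 100 cycles in TRHR-expressing cells.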
# IDH1 R132H inh – blocks human mutant IDH1 R132H enzyme | O75874 | Potency, µM (titrated, usually from 76.6 µM), without a hit: at the highest dose activity change, negative = inhibition, most hits filed as inhibitors | 0.093% of 390,000 active | IDH1-R132H enzyme, NADPH consumption, diaphorase/resazurin fluorescence; further: potency means the concentration at half of the fitted maximal effect; on the % scale 0 is the no-effect control and ±100 the full control effect; nearly all actives have a fitted effect of over 65% in size
# Target sequence (O75874 whole entry R132H, stated change not applied): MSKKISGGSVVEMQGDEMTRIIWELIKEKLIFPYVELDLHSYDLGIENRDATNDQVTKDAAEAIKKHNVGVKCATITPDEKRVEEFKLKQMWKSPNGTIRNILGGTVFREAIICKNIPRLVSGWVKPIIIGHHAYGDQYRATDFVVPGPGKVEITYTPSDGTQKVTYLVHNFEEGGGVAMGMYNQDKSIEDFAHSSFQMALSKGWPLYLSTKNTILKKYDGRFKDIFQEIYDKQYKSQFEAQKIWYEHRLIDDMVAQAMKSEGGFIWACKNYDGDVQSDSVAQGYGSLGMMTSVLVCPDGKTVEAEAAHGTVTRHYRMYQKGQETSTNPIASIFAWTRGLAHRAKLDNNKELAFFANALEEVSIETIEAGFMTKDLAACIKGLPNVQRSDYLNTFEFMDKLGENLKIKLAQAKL
#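 IDH1-R132H (0.5 ug/mL dispensed) in pH 7.5 Tris buffer was preincubated 30 min with compound, then given a substrate mix of 0.016 mM NADPH and 2 mM alpha-KG for 80 min at room temperature; remaining NADPH was read by diaphorase/resazurin fluorescence.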
# TrxR1 inh – inhibitors of rat thioredoxin reductase 1. 1% of 390,000 active. O89049. AID 588453. recombinant rTrxR1, NADPH fluorescence consumption, selenite substrate. Potency, µM (highest dose often 114 µM), without a hit: top-dose activity change, negative = inhibition, usual class: inhibitors; further: potency means the concentration at half of the fitted maximal effect; on the % scale 0 is the no-effect control and ±100 the full control effect; nearly all actives have a fitted effect of over 65% in size
#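 Rat TrxR1 (90 nM in the dispensed reagent) was pre-reduced with 400 uM NADPH for 5 min at room temperature, then incubated with compound for 15 min. After 400 uM selenite was added, NADPH fluorescence (Ex 340/Em 450 nm) was followed for 8 min.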
# PI4K2A block – PI4K2A (human) kinase inhibition; purified PI4K2A, ADP-Glo luminescence, 1 h; active compounds read low; activity change, negative = inhibition, % at 76.9 µM; 0.13% of 420,000 active; in the data active means activity change below about -50%; inconclusive means mostly about -30% to -49%;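 further: -100% = wells without enzyme as full effect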
#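 ADP-Glo luminescence measured ADP generated by PI4K2A enzyme (4 ug/mL before mixing) with 1.2 mM PI substrate (pre-mix) and 300 microM ATP (pre-mix). Tris pH7.5 buffer with MgCl2, Triton X-100; 1 h reaction at ambient temperature.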
# Starred values were filed as active, the others as inactive; ? = inconclusive; . = no result given; & = joins results of further samples; [ ] = another dose, or the depositor's remark. Unless noted, the call rests on the fitted dose curve; in most records, active means well fitted inhibition curve with a large enough effect; inconclusive means small, poorly fitted or top-dose-only effect; inactive means no such curve, though single readings can be large or run the other way.
SMILES,D2 antag,TrxR1 substrate,USP1-UAF1 inh,TRHR agonist,D2 ag,TRHR enhancer,IDH1 R132H inh,TrxR1 inh,PI4K2A block
O=C1C(c2ccncc2)N(CCC2=CCCCC2)C(=O)CN1C1CCCCC1 (centres undefined),-22,2%,2%,-0.6,0.0,1,5%,0%,-5
O=C(Nc1ccc(F)cc1)c1cc(Cl)sc1Cl,8,15%[57.1 µM],-10%,-0.3,-0.2,-4,-4%,38%[57.1 µM],6
COC(=O)c1sc(N)c(C(=O)OC)c1COC(=O)CNS(=O)(=O)c1ccc(C)c(C)c1,5,-5%,-21%,-0.1,-1.7,3,5%,2%,-4
CCOc1ccccc1N1CCN(C(=O)c2cc3c(s2)CCC3)CC1,35*,-6%,-6%,0.0,-1.8,-3,1%,1%,-3
CN(C)S(=O)(=O)c1ccc(N2CCCC2)c(C(=O)Nc2nc3ccccc3s2)c1,-3,7%,-16%,-0.1,0.3,-4,7%,-14%,-1
COCCNC(=O)c1ccc2nc(CCc3ccccc3)oc2c1,.,9%[57.1 µM],-9%,-0.2,-0.8,5,9%,16%[57.1 µM],1
Cc1cc(-c2nnc(CCC(=O)NC(C)(C)C34CC5CC(CC(C5)C3)C4)o2)no1,.,-2%,-17%,.,.,.,-4%,5%,7
COc1ccc(NC(=O)CN2C(=O)C(=O)c3ccccc32)c(OC)c1,.,1%,?,-0.2,0.7,-3,-2%,7%,6
CCOC(=O)C1CCN(C(=O)c2ccc(Cl)c(Cl)c2)CC1,-20,2%[57.1 µM],-16%,-0.5,0.4,-2,2%,-11%[57.1 µM],-5
COc1cccc(CNC(=O)Cc2csc(Nc3nc(=S)[nH]c4ccccc34)n2)c1,-16,2%[57.1 µM],-12%,-0.1,0.1,0,-3%,16%[57.1 µM],2
O=C(Nc1nnc(SCCC2OCCO2)s1)C1CC(=O)N(c2ccc(F)cc2)C1 (centres undefined),6,-1%,-9%,0.5,-1.0,6,4%,-11%,-16
Cc1ccc(C(=O)N2CCN(c3ncccn3)CC2)cc1S(=O)(=O)N1CCCCC1,4,5%,-9%,-1.3,-1.4,-1,9%,-12%,-4
Cc1ccc(C(=O)Nc2ccc(S(=O)(=O)NCc3ccco3)cc2)cc1,10,9%,-10%,-0.1,-0.7,-7,8%,-23%,-1
COC(=O)C1=C(C(=O)OC)[C@@H]2N(Cc3ccccc3)c3ccccc3[C@@]23C[C@@H](C(=O)OC)N(C(=O)CC(C)C)C3=N1,7,0%,?,-0.5,-0.1,2,4%,17%,2
Cc1ccc(C(=O)NC2CCCCCC2)cc1N1CCCC1=O,-16,0%,-6%,-0.3,0.2,0,2%,9%,6
O=C(Cc1ccccc1)Nc1ccc(NC(=O)c2cccs2)cc1,0,4%[57.1 µM],1%,-0.5,1.1,0,-7%,16%,0
CC/C(=N\NC(N)=O)c1ccc(OC)c(OC)c1,38*,-9%,1%,-0.7,-0.6,-1,0%,5%[57.1 µM],1
COc1ccccc1N1CCN(S(=O)(=O)c2ccc(-c3cnc(C4CC4)o3)cc2)CC1,5,-8%,-9%&-28%,-0.2&0.2,0.8&-0.8,2&-6,-3%&0%,24%,-7&-8
O=C(O)c1cc(Nc2cc(Cl)c3nonc3c2[N+](=O)[O-])ccc1O,-17,-21%,?,-0.2,0.2,-2,7%,1.8µM*,-59*
Cc1ccccc1CN1C(=O)c2ccccc2Sc2ccc(C(=O)NC3CCCCC3)cc21,.,2%[57.1 µM],-13%,0.4,1.4,-5,-12%,21%[57.1 µM],2
CC#CCNCc1ccccc1,-21,-3%,-5%,0.4,0.7,-6,5%,-16%,2
O=C(/C=C1\NC2(CCCC2)Cc2ccccc21)C(=O)N/N=C/c1ccccc1O,5,-4%,-23%,-3.9,-1.7,12,9%,-2%,2
Cc1ccc(C)c(CN2C(=O)C(C)Oc3ccc(C)cc32)c1 (centres undefined),-5,11%[57.1 µM],-12%,0.0,-0.8,-4,1%,8%[57.1 µM],-9
O=C(CCc1nc2ccccc2s1)N1CCN(S(=O)(=O)c2cccs2)CC1,.,-8%,-13%,0.0,.,-3,2%,-3%,-7
CC(=O)N1CCN(c2ccccc2NC(=O)COc2ccc(Br)cc2)CC1,-13,-3%,-15%,0.0,-0.3,0,8%,13%,0

# Sorted by SMILES length (low to high): part of the list above
SMILES,D2 antag,TrxR1 substrate,USP1-UAF1 inh,TRHR agonist,D2 ag,TRHR enhancer,IDH1 R132H inh,TrxR1 inh,PI4K2A block
CCOC(=O)C1CCN(C(=O)c2ccc(Cl)c(Cl)c2)CC1,-20,2%[57.1 µM],-16%,-0.5,0.4,-2,2%,-11%[57.1 µM],-5
CC(=O)N1CCN(c2ccccc2NC(=O)COc2ccc(Br)cc2)CC1,-13,-3%,-15%,0.0,-0.3,0,8%,13%,0
Cc1ccc(C(=O)N2CCN(c3ncccn3)CC2)cc1S(=O)(=O)N1CCCCC1,4,5%,-9%,-1.3,-1.4,-1,9%,-12%,-4
CN(C)S(=O)(=O)c1ccc(N2CCCC2)c(C(=O)Nc2nc3ccccc3s2)c1,-3,7%,-16%,-0.1,0.3,-4,7%,-14%,-1

# The list goes on:
SMILES,D2 antag,TrxR1 substrate,USP1-UAF1 inh,TRHR agonist,D2 ag,TRHR enhancer,IDH1 R132H inh,TrxR1 inh,PI4K2A block
Cc1cc(C)cc(NC(=O)CN(C)S(=O)(=O)c2cnc[nH]2)c1,-6,-2%,-10%,1.0,-0.5,-17,-5%,-3%,-5
Cc1nc2c(C#N)c[nH]n2c(=O)c1CCO,1,1%,?,0.8,-0.6,-3,-5%,14%,0
Clc1ccc(C(c2ccccc2Cl)C(Cl)Cl)cc1 (centres undefined),-11,0%[57.1 µM],-3%,2.6,-0.3,-5,-2%,?,0&1&1
Cc1ccc(-n2c(SCC(=O)N/N=C/c3ccccc3C(=O)O)nnc2-c2ccccc2)cc1,4,-1%,-18%,-0.2,-1.0,0,-3%,5%,3
Cc1cc(C)c(NC(=O)Cn2nnc(C(=O)NCc3ccco3)c2N)c(C)c1,-4,1%,-3%,0.2,1.5,-1,4%,24%,-9
CN=C(Nc1ccccc1)SC1CC(=O)N(c2ccc(C(=O)OC)cc2)C1=O (centres undefined),.,-3%,-19%,-1.4,.,16,3%,6%,-5
Cc1ccc(NC(=O)CN(C)C(=O)CSc2nnc(NC(C)C)s2)cc1,10,-8%,1%,-1.4,-0.8,3,-2%,-10%,2
COc1ccc(NC(=O)C(NC(C)=O)C(=O)NCc2ccc(F)cc2)cc1 (centres undefined),10,3%[57.1 µM],-7%,-1.2,-0.3,-4,7%,1%[57.1 µM],7
CS(=O)(=O)c1ccc(NCCc2ccccn2)c([N+](=O)[O-])c1,1,5%[0.457 µM],?,0.2,-0.1,-2,-6%,8%,2
CNc1nc(N)c([N+](=O)[O-])c(Nc2cccc(Cl)c2)n1,14,-7%,-3%,-0.3,2.8,17,2%,-6%,-3
COc1ccc(CCNC(=O)c2cnccn2)cc1,15,5%,-28%,0.9,1.1,12,5%,2%,0
O=S(=O)(c1ccc(Cl)cc1)N1c2ccccc2Oc2nc3ccccc3nc21,8,-10%,-16%,1.2,2.0,-3,8%,-9%,-3
COc1ccc(C(CNC(=O)Cn2[nH]c(=O)c3ccccc3c2=O)N2CCCC2)cc1 (centres undefined),-13,2%,-11%,4.2,1.6,19,-3%,-29%,9
C[n+]1nc(Nc2cccc(F)c2)sc1-c1ccc(C(=O)O)cc1,-8,.,.,0.4,0.4,-2,.,.,.
O=C(NNC1CC(c2ccccc2)=NN1C(=O)c1ccccc1)c1ccccc1 (centres undefined),0,-3%,-16%,0.2,0.0,5,5%,19%[57.1 µM],-3
Cc1cc(C)c(NC(=O)CSc2nc3ccccc3c(=O)n2CCCN2CCOCC2)c(C)c1,-15,-15%,-12%,0.5,0.0,5,-4%,-16%,1
CCN(CC(N)=O)S(=O)(=O)c1ccc(Br)cc1,-8,6%,4%,1.3,0.0,0,1%,15%,3
CN(C)C(=O)CCc1ccc2c3c([nH]c2c1)[C@]1(CCC2CCCC2)[C@@H](C(=O)N2CCOCC2)C[C@H](CC(=O)NC(C)(C)C)C(=O)N1CC3,.,-5%,-15%,.,.,.,-3%,-3%,-3
COCCCN(CC(=O)NCc1ccccc1)S(=O)(=O)c1ccc(C)cc1,7,0%,-5%,0.0,0.0,1,3%,28%,-2
C=CCNc1nc2ccccc2nc1NS(=O)(=O)c1ccc(F)cc1,12,19%,-15%,0.1,-0.5,4,-5%,4%,0
Cc1nn(Cc2c(Cl)cccc2Cl)c(C)c1NC(=O)CCCn1nc(C)c([N+](=O)[O-])c1C,-5,11%[57.1 µM],-19%,0.4,-0.4,-12,6%,14%[57.1 µM],1
CC(Oc1ccccc1Cl)C(=O)Nc1ccc(S(=O)(=O)N2CCCC2)cc1 (centres undefined),-18,1%,-21%,-1.0,-1.9,34*,7%,9%,3
O=C(c1cccc(F)c1)n1nnc2ccccc21,4,8%,-18%,0.1,0.6,1,5%,12%,3
CCOc1cc(C(=O)NC(C)C2CC3CCC2C3)cc(OCC)c1OCC (centres undefined),.,7%[57.1 µM],-11%,.,.,.,-5%,26%[57.1 µM],-2
COC(=O)c1nn(-c2cccc(C)c2)c2nnc(Cc3ccccc3)c(=O)n12,63*,2%,-13%,-1.0,-0.4,-18,-1%,11%,-2
COc1ccc(C2=NOC(Cn3nc(C(=O)NCc4cccc(C(F)(F)F)c4)cc3-c3ccccc3)C2)cc1 (centres undefined),3,-3%,?,0.9,2.1,2,0%,21%,4
CCNC(=O)c1c(NC(=O)COc2ccc(F)cc2)sc2c1CCCC2,.,3%,-8%,-0.1,2.7,-1,15%,6%,0
NC(=O)COC(=O)c1ccccc1OCc1ccccc1,0,-6%,-1%,-0.3,-0.1,4,-7%,-11%,2
Cc1cccc(NC(=O)c2cc([N+](=O)[O-])ccc2N2CCCCC2)n1,-4,3%[57.1 µM],-5%,1.5,6.0,-1,4%,4%[57.1 µM],6
O=C(CSCc1cnn(-c2ccccc2)c1-n1cccc1)N1CCN(Cc2ccccc2)CC1,8,1%,-25%,-0.6,-1.6,5,11%,-14%,0
